GPR7 antagonist: human neuropeptides B/W receptor 1 antagonism; P48145; GPR7-expressing cells, fluorescence antagonist assay; inhibition, % at 4.4 µM; 1.1% of 290,000 active; in the data active means inhibition above about 16%, passing the limit was not always enough;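 further: cells stimulated with the agonist NPW; 0% = agonist with vehicle and 100% = vehicle without agonist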
CHO parental Ca: counter-screen for OX1R antagonists: effect in parental CHO cells; parental CHO-K1, ATP-induced calcium, Fluo-8 fluorescence; inhibition, % at 5.6 µM; 0.63% of 330,000 active; AID 463079;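 active means inhibition above that plate's mean sample inhibition plus 3 SD, cut at about 26% in these data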;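 further: 0% = ATP-challenged DMSO wells and 100% = DMSO wells without ATP; some compounds past the cut are filed as inactive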
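Material: Parental CHO cells | Reagent: ATP | Compound dosing: Single nominal dose of 5.6 µM per compound | Detection: Intracellular calcium via Fluo-8 no-wash fluorescent dye | Read-out: % inhibition of ATP-induced calcium mobilization | Benchmarks: Low control ATP plus DMSO, high control DMSO only | Replicates: Singlicate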
OXTR potentiate: potentiators of human oxytocin receptor | CHO-OTR cells, Fluo-8 calcium fluorescence, potentiator mode; 0% = oxytocin EC15, 100% = EC100 | 0.061% of 320,000 active | AID 2445 | activation, % at 3 µM | P30559;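 active means activation above that plate's cutoff, the mean activation of tested compounds plus 3 SD, cut at about 6.6% in these data, passing the limit was not always enough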;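 further: 100% uses oxytocin at 75 nM as the full agonist control; some results filed as inactive read as strong as hits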
Target sequence (P30559 whole entry, looked up): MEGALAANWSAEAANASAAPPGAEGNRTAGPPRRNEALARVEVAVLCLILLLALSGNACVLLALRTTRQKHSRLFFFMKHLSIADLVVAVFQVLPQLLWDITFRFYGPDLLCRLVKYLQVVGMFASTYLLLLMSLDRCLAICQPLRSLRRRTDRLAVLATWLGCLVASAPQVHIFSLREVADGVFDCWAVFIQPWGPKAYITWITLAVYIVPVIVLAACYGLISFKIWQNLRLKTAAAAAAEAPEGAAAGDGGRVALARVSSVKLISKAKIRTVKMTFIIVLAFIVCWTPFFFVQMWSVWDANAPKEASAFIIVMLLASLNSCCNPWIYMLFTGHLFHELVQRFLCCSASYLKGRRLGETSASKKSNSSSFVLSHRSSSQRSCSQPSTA
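Assay system: CHO-OTR cells, human receptor / Also added: oxytocin at about EC15, sub-maximal agonist stimulus / Dosing: single dose, 3.0 µM nominal final compound concentration / Incubation: 6 min pre-incubation, 100 s read / Technique: Fluo-8 calcium dye fluorescence / Read-out: % activation vs EC15 and EC100 oxytocin / Benchmarks: EC15 oxytocin low, 75 nM oxytocin high / Replicates: singlicate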
M1 ag parental: counter-screen for M1 agonists: effect in parental CHO-K1 cells; Fluo-8 calcium fluorescence; scaled to maximal ATP response, vehicle zero; activation, % at 3 µM; 0.48% of 360,000 active; in the data active means activation above about 15%;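 further: untransfected CHO-K1 host cells lacking M1 receptor as counterscreen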
M1 PAM parental: counter-screen for M1 PAMs: effect in parental CHO-K1 cells. ATP EC20, Fluo-8 calcium fluorescence; 0% at ATP EC20, 100% at ATP max. activation, % at 3 µM. 0.02% of 360,000 active;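 active means activation above the run cutoff, the mean activation of all test compounds plus 3 SD, cut at about 40% in these data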;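 further: peak over basal fluorescence ratio in a 140 s read after ATP addition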
OXTR ag: activates the human oxytocin receptor; activation, % at 3 µM; CHO-OTR cells, Fluo-8 calcium fluorescence; normalized: DMSO 0%, oxytocin 100%; P30559; 0.32% of 320,000 active;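 active means activation above the mean of all tested compounds plus 3 SD, cutoff set per screening run, cut at about 20% in these data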;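 further: peak over basal fluorescence ratio from a 100 s FLIPR kinetic read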
TAAR1 antagonist: antagonists of human TAAR1; Q96RJ0; CHO RD-HGA16 TAAR1, Fluo-8 calcium fluorescence, antagonist; inhibition, % at 3 µM; 1.5% of 360,000 active;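 active means inhibition above a per-plate cutoff, the mean inhibition of test compounds on that plate plus 3 SD, cut at about 49% in these data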;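 further: 0% = DMSO plus EC80 beta-PEA response and 100% = DMSO alone without agonist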
Target sequence (Q96RJ0 whole entry, looked up): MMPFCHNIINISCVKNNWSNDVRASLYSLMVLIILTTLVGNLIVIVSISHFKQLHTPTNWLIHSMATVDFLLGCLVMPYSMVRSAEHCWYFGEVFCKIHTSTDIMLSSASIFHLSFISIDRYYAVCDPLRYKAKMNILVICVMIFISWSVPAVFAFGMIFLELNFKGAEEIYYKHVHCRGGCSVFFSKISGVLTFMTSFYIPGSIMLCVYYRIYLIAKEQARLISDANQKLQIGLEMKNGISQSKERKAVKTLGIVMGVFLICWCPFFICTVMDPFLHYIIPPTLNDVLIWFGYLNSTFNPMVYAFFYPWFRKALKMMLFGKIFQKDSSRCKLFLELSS
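System: RD-HGA16 CHO cells with stable hTAAR1 and Gα16 | Probe or stimulus: EC80 β-phenethylamine stimulus | Dosing: 3 µM, single point | Times: Dye loading 75 min at 37 °C, then 30 min room temperature | Measured by: Fluo-8 calcium-sensitive fluorescence | Read-out basis: % inhibition of agonist calcium response | Replicates: n of 1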
V1aR counter: activates human V1a receptor in oxytocin agonist counter-screen; 0.25% of 320,000 active; AID 2797; P37288; CHO-V1R cells, Fluo-8 calcium fluorescence, agonist mode; 0% DMSO, 100% 3 nM vasopressin; activation, % at 3 µM;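 active means activation above the mean activation of all tested compounds plus 3 SD, per screening run, cut at about 20% in these data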;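 further: signal is peak over basal fluorescence ratio across a 100 second FLIPR read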
CHO-K1 Ca antag: nonselective inhibitor or artifact in parental CHO-K1 cells; 0.6% of 360,000 active; ATP-induced calcium, Fluo-8 fluorescence; inhibition, % at 3 µM;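 active means inhibition above a per-plate cutoff, the plate's mean sample inhibition plus 3 SD, cut at about 24% in these data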;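 further: 0% = DMSO plus EC80 ATP and 100% = DMSO alone without ATP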
An asterisk follows results filed as active; x = not tested or not shown.

SMILES	GPR7 antagonist	CHO parental Ca	OXTR potentiate	M1 ag parental	M1 PAM parental	OXTR ag	TAAR1 antagonist	V1aR counter	CHO-K1 Ca antag
O=C(Nc1ccccc1O)c1ccccc1O	-2	37*	-9	4.4	4	14	0	13	-4
CC1CC(C)CN(CCC(=O)Nc2cccc(Cl)c2)C1 (stereo unspecified)	-5	-23	-11	1.3	10	2.5	9	0.7	-11
Cc1nn(Cc2ccccc2)c(C)c1NC(=O)CCC(=O)O	-13	-9	-10	-0.6	5	0.2	-12	0.5	9
COC(=O)c1c(C)[nH]c(C(=O)/C=C/c2ccc(Cl)cc2)c1C	-5	-10	-10	3.5	17	-0.7	-25	-0.5	-3
OC(CNCc1ccc2c(c1)OCO2)COc1ccc(F)cc1 (stereo unspecified)	-8	-29	0	1.1	12	2.3	-9	1.2	-12
Cc1ccc(S(=O)(=O)N(CC(=O)Nc2ccccc2)C(=O)N2CCN(C)CC2)cc1	x	-10	-11	0.0	7	0.2	-51	1.1	-13
COC(=O)c1sc(-c2ccc(Cl)cc2)cc1N	-16	-8	-6	-0.1	-9	-2.4	4	-1.3	-12
CC1CC(C)CN(C(=O)c2cc(-c3ccccn3)nc3ccccc23)C1 (stereo unspecified)	-6	-29	-8	1.3	-2	-1.5	-1	-0.8	-1
Cc1cc(N)n(-c2ccc([N+](=O)[O-])cc2)n1	-5	-5	5	0.1	-12	-0.3	-21	-0.8	3
Oc1ccccc1C1=Nc2ccccc2N=C(c2ccco2)C1	-10	-14	-4	0.1	12	-1.8	2	-0.8	-9
Cc1ccc(NC(=O)c2cc(NC(=O)C3CC=CCC3C(=O)O)ccc2N2CCOCC2)cc1 (stereo unspecified)	-1	-3	-8	0.6	-4	-0.6	5	-0.6	3
O=C(Nc1ccccc1)C1CCCCC1	-13	-5	1	0.0	2	-0.7	-15	1.2	6
c1ccc(-c2noc(-c3ccc4c(c3)OCO4)n2)nc1	4	-10	-1	0.4	14	-0.5	-6	-1.1	-3
Cc1cc(N)c2ccccc2n1	2	9	-10	0.7	16	0.7	-1	1.7	-12
CCC(C(=O)OCC(=O)Nc1ccc(Cl)c(S(=O)(=O)N(C)C)c1)c1ccccc1 (stereo unspecified)	6	7	-6	8.6	-5	5.1	35	4.7	11
CC1(C)CC(=O)C=C(c2cccc(CO)c2)C1	x	-3	-3	-0.1	-2	0.8	21	0.0	-9
Cc1c(NC(=O)c2ccc(NS(=O)(=O)c3ccccc3)cc2)c(=O)n(-c2ccccc2)n1C	-7	-7	-6	0.4	-4	-0.2	-1	-0.8	-5
O=C(Nc1nccs1)c1cc(N2CCOCC2)nc2ccccc12	-3	-47	-2	1.8	9	-1.0	47	0.5	-4
Cc1ccc(-c2nc(NCc3ccco3)c3ccccc3n2)cc1	-5	-7	-8	0.6	19	1.3	-14	1.2	-8
O=C(C[C@H]1C/C=C\CC[C@@H](Cc2ccc(F)cc2)C(=O)O[C@@H](c2ccccc2)CNC1=O)N[C@H](CO)Cc1ccccc1	x	-15	0	0.0	-2	-0.8	-5	-0.1	-2
Cc1cc(C(=O)N/N=C/c2ccc(C)s2)n[nH]1	-10	7	-7	-0.3	-12	-0.4	2	-0.4	-10
CN(C(=S)NC(=O)/C=C/c1ccc(F)cc1)C1CCCCC1	-1	-10	-2	0.8	-6	-2.3	37	-1.2	3
O=C(NC(=S)Nc1cccc([N+](=O)[O-])c1)C1CCCCC1	32*	-17	-9	-0.3	5	-1.8	-2	1.0	-12
CCOc1ccc(NC(=O)CN2C(=O)CSc3ccc(S(=O)(=O)N4CCCC4)cc32)cc1	-3	-14	8	-0.4	5	-2.5	10	-1.8	-11
COC(=O)c1ccc(SCC(=O)NCc2ccccc2)c([N+](=O)[O-])c1	-7	-25	-9	1.3	-3	2.0	-3	4.5	-6
Cc1ccc(OCC(=O)N2CCN(S(=O)(=O)c3ccc(Cl)cc3)CC2)c([N+](=O)[O-])n1	-8	-8	-6	0.4	0	2.4	-9	-0.5	-6
CC(C)(C)c1ccc(OCCNC(=S)Nc2ccccc2)cc1	-12	-13	-7	4.6	10	0.2	16	0.2	-6
O=C(N/N=C\c1cc2c(cc1[N+](=O)[O-])OCO2)c1cccs1	-13	x	x	1.4	14	x	5	x	-7
Cc1ccc(C)c(NC(=O)COC(=O)CC2CC3CCC2C3)c1 (stereo unspecified)	x	-20	3	-0.8	6	-1.4	-7	-0.7	-7
Cc1cc(C(=O)COC(=O)C23CC4CC(CC(O)(C4)C2)C3)c(C)n1-c1c(C)n(C)n(-c2ccccc2)c1=O	-13	5	-3	1.9	8	-0.4	4	-0.8	-12
CCOc1cccc(=O)c2c(C)n(C)c(C)c12	-3	-10	-5	0.2	14	1.6	-3	0.1	6
CCCNC(=O)CN(c1ccc(F)cc1)S(=O)(=O)c1ccc2c(c1)OCCO2	11	-26	-8	9.3	8	-0.5	-7	-0.3	1
Cc1cccc(-c2nnc(SCC(=O)NCc3ccc4c(c3)OCO4)n2C)c1	3	-13	-10	-0.5	9	-1.4	-1	-0.5	-6
CSc1ccc(C(=O)N2CCC(CCC(=O)NC3CC3)CC2)cc1	-5	-2	-3	-0.3	-5	-1.2	-1	0.9	2
CCCCCN(C(=O)CCC(=O)OCC(=O)N1CCCCC1C)c1c(N)n(CCCC)c(=O)[nH]c1=O (stereo unspecified)	-12	-7	-6	1.4	15	-1.2	-16	0.5	-15
Oc1ccc(NCc2ccccc2OCc2ccccc2)cc1	-4	-7	-5	0.6	17	-2.1	3	-1.4	-8
CCOc1ccc2nc(N3C(=O)CNC3=S)sc2c1	6	29	-7	3.9	-1	-1.7	-27	0.3	6
COc1cccc(OC)c1C(=O)N1CCNCC1	-9	4	-1	0.4	-8	0.3	-4	1.5	-5
CC(C)Sc1nc(N2CCCC2)c2c(c1C#N)CC(C)(C)OC2	-12	-20	0	0.1	-5	-1.2	-9	-0.1	9
Cc1ccc2c(C)nc(N/C(N)=N/S(=O)(=O)c3ccc([N+](=O)[O-])cc3)nc2c1	3	-26	-2	0.0	21	-2.0	-17	-1.0	0
COc1cc(C(=O)N2CCCCCCC2)ccc1OC1CCN(C(C)=O)CC1	-4	-26	-6	2.0	24	-1.3	-24	-0.4	-4
CCC(=O)Nc1c(OC(=O)CC)ccc2c(C)cc(=O)oc12	-12	-8	-4	-0.1	16	0.4	10	0.6	-4
CNC(=O)CSc1ncnc2c1cnn2-c1ccccc1	-5	-2	-7	0.1	-7	-0.3	-10	1.1	-1
O=C1CS(=O)(=O)N(Cc2ccc(F)cc2)c2ccccc21	x	-7	x	-0.2	5	x	7	x	4
O=C(C[C@H]1C[C@H](C(=O)N2CCCCC2)[C@@]2(CCc3ccccc3)c3[nH]c4ccc(Cl)cc4c3CCN2C1=O)NCCC1=CCCCC1	x	0	x	0.1	-11	x	-18	x	26*
O=C(Nc1ccc(N2CCOCC2)nc1)c1ccc(Cl)cc1	-1	-4	3	0.2	-3	1.1	-1	1.1	2
Cn1c(SCC(=O)NC2CCCC2)nc2c(c1=O)SCC2	-12	-9	0	0.2	-20	-0.3	-35	0.5	9
COc1ccc(/C=N/NC(=O)c2ccc(COc3cccc4cccnc34)cc2)cc1OC	-11	-23	-6	4.6	16	-1.4	54*	0.4	-6
COc1ccc(-c2nc3c4ccccc4ccn3c2Cc2ccccc2C(F)(F)F)cc1OC	x	x	x	0.7	9	x	-21	x	-7
CC(Cc1cccs1)NC(=O)c1cccs1 (stereo unspecified)	-6	-6	3	0.6	22	0.3	-5	0.1	-7
CC1=C(C(=O)Nc2ccc(Cl)cc2C(=O)N2CCC(C(N)=O)CC2)SCCO1	-10	-9	-5	1.2	-7	-0.6	-4	0.5	-14
COc1cc(-c2n[nH]c(=S)n2-c2ccc(C)cc2)cc(OC)c1OC	-10	-13	-2	5.1	15	2.0	7	1.9	6
CN(C)C(=O)CSc1nc2ccccc2c(=O)[nH]1	-5	-4	-11	0.8	15	0.4	0	0.4	-8
CN(Cc1cccs1)C(=O)CCCc1c[nH]c2ccccc12	33*	-10	-7	1.4	-4	1.6	10	1.6	-3
COCC1CCCN(C(=O)c2cc(COc3ccc4ncccc4c3)on2)C1 (stereo unspecified)	11	54*	-16	14	-4	12	-17	14	25*
CCCCCCCCS(=O)c1sc2nc(C)cc(C)c2c1N (stereo unspecified)	12	-15	-8	3.1	19	4.6	15	3.1	-4
CN(Cc1cccs1)C(=O)COc1ccc(-c2nnco2)cc1	-16	-7	-11	0.3	-10	0.5	-19	-0.3	-7
Cc1ccccc1CN1CCN(Cc2ccc3cccc(F)c3n2)CC1CCO (stereo unspecified)	-13	-16	-7	1.0	14	-1.4	-26	1.1	-13
CSc1cccc(NC(=O)NCc2cccc(CNC(=O)Nc3cccc(SC)c3)c2)c1	-12	-6	-4	1.4	5	1.1	-16	0.9	-3

Of the compounds above, seven contain a thiophene ring, fused or not:
SMILES	GPR7 antagonist	CHO parental Ca	OXTR potentiate	M1 ag parental	M1 PAM parental	OXTR ag	TAAR1 antagonist	V1aR counter	CHO-K1 Ca antag
COC(=O)c1sc(-c2ccc(Cl)cc2)cc1N	-16	-8	-6	-0.1	-9	-2.4	4	-1.3	-12
Cc1cc(C(=O)N/N=C/c2ccc(C)s2)n[nH]1	-10	7	-7	-0.3	-12	-0.4	2	-0.4	-10
O=C(N/N=C\c1cc2c(cc1[N+](=O)[O-])OCO2)c1cccs1	-13	x	x	1.4	14	x	5	x	-7
CC(Cc1cccs1)NC(=O)c1cccs1 (stereo unspecified)	-6	-6	3	0.6	22	0.3	-5	0.1	-7
CN(Cc1cccs1)C(=O)CCCc1c[nH]c2ccccc12	33*	-10	-7	1.4	-4	1.6	10	1.6	-3
CCCCCCCCS(=O)c1sc2nc(C)cc(C)c2c1N (stereo unspecified)	12	-15	-8	3.1	19	4.6	15	3.1	-4
CN(Cc1cccs1)C(=O)COc1ccc(-c2nnco2)cc1	-16	-7	-11	0.3	-10	0.5	-19	-0.3	-7
